Assay outcomes from PubChem BioAssay.
Vif-A3G inh: Vif-A3G binding inhibition. Potency, µM (doses to about 46.1 µM), for inactives: at the highest dose activity, negative = active, actives largely listed as inhibitors. 410,000 compounds, 0.076% hits. HeLa A3G-eYFP + Vif (tagged APOBEC3G with the HIV-1 protein that degrades it), YFP fluorescence, overnight;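 also: potency is read from the fitted curve at half-maximal effect; % is scaled to controls: 0 for no effect and ±100 for the full control effect; nearly all actives have a fitted effect of over 60% in size; hits raise eYFP signal because A3G escapes Vif-driven loss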
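Read-out is eYFP fluorescence (Ex 488/Em 500-530) from Vif-expressing HeLa A3G-eYFP cells; more signal means A3G escaped Vif-mediated degradation. Cells plated overnight, compound pinned in, incubated overnight at 37 deg C.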
D1 ag: human D1 receptor agonism; activation, % at 2 µM; P21728; 360,000 compounds, 1% hits; HEK293 T-REx D1 cells, calcium flux, agonist mode; in the data active = activation above about 30%; also: 0% is about no effect
Target sequence (P21728 whole entry, looked up): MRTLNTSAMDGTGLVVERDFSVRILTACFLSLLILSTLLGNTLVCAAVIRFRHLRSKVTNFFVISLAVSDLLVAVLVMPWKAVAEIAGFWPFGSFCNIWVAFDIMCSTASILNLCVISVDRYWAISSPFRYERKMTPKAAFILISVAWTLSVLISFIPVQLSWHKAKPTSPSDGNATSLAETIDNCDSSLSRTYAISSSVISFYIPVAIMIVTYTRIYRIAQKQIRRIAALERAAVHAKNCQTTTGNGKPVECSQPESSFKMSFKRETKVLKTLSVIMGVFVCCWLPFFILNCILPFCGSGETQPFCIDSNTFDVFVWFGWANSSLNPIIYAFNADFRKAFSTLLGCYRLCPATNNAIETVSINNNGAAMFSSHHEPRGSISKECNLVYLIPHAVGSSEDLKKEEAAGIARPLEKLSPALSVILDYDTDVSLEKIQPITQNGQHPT
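Agonism was scored from calcium flux recorded over 180 s (1 read/s) after pintool compound addition, following a 10-cycle baseline. Cells were inducible force-coupled HEK293 TREx D1, plated overnight at 30 C and loaded with no-wash calcium dye.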
D1 PAM: enhances dopamine response at the human D1 receptor | HEK293 TREx D1 cells, calcium flux, dopamine EC20 potentiation | potentiation, % at 10 µM | AID 504651 | 360,000 compounds, 0.036% hits; in the data active = potentiation above about 30%; also: 0% is about no effect
LDHA block: blocks human lactate dehydrogenase A. P00338. purified LDHA, NADH/diaphorase-resazurin fluorescence; active compounds read low. activity change, % (values are at about 110 or 230 µM). 480,000 compounds, 0.15% hits. AID 1347041; in the data active = activity change below about -30%; inconclusive = mostly about -25% to -30%;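 also: plate controls were DMSO wells for no effect and wells without enzyme for full effect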
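Remaining NADH was detected by diaphorase (0.133 mg/mL) converting 37 µM resazurin to fluorescent resorufin, read at 0 and 20 minutes. The preceding 5-minute room-temperature reaction used 2 nM LDHA, 0.2 mM sodium pyruvate and 0.06 mM NADH at pH 7.4.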
GRP78 ERSR act: induces the endoplasmic reticulum stress response in human glioma cells. AID 602332. Potency, µM, for the others: top-dose activation, actives largely listed as activators. U87-MG GRP78 promoter luciferase reporter, 16 h. 420,000 compounds, 0.02% hits; also: potency is read from the fitted curve at half-maximal effect; series mostly up to about 76 µM; % of control where 0% means no effect; nearly all actives have a fitted effect of over 35% in size
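ERSR induction read as luciferase luminescence (Bright-Glo, 10 min at room temperature) in stably transfected human U87-MG glioma cells exposed to compounds for 16 h, using GRP78 as sensor.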
D1 antagonist: blocks dopamine activation of the human D1 receptor; P21728; HEK293 TREx D1 cells, calcium flux, dopamine EC80; active compounds read low; activity change, negative = inhibition, % at 10 µM; 360,000 compounds, 3.2% hits; in the data active = activity change below about -30%; also: % is scaled to controls: 0 for no effect and ±100 for the full control effect
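Antagonism measured as reduced calcium response to an EC80 dopamine addition following 180 s compound pre-read; cells were inducible HEK293 Trex D1 plated overnight at 30 C, read kinetically at 1 cycle/sec.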
D2 PAM: D2 dopamine receptor (human) potentiation; HEK293 T-REx D2, calcium flux, EC20 dopamine potentiation; 340,000 compounds, 0.34% hits; P14416; potentiation, % at 10 µM;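 active = potentiation over 3 SD above the plate norm, cut at about 30% in these data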; also: 0% is about no effect
Target sequence (P14416 whole entry, looked up): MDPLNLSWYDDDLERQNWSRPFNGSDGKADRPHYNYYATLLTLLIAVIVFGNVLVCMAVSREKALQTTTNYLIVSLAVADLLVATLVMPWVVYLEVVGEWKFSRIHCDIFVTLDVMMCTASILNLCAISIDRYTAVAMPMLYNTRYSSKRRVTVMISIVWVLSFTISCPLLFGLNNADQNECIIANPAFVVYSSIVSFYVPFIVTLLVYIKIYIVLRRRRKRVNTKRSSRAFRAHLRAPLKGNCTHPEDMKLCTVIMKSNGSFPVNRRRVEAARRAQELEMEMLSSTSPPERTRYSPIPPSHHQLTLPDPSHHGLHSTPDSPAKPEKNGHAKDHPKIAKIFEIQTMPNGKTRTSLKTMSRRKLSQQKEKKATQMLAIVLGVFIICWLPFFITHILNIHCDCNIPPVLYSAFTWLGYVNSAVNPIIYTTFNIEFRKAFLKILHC
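Potentiation of an EC20 dopamine calcium response measured kinetically over 180 s, after a preceding 180 s compound-only read flagging agonists. Cells: inducible Hek293 Trex D2 line, 4000/well, cultured overnight at 30 C before dye loading.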
RXFP1 ag: agonists of human relaxin receptor RXFP1. Q9HBX9. HEK293T-RXFP1 cAMP TR-FRET, 30 min; response scale: percent of porcine relaxin response, buffer zero. Potency, µM (doses to about 57.5 µM), for inactives: at the top dose activation, most hits filed as activators. 370,000 compounds, 0.3% hits. AID 2676; also: potency is read from the fitted curve at half-maximal effect; % is scaled to controls: 0 for no effect and ±100 for the full control effect; nearly all actives have a fitted effect of over 60% in size; many of its hits are not listed in these tables
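cAMP rise read by TR-FRET after 30 min, 37C compound exposure (up to 58 uM) in RXFP1-transfected HEK293 cells with Ro 20174 present. EC50 from Hill-equation fits, with 29 nM porcine relaxin as 100% and buffer as basal.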
Vif-APOBEC3F blk: Vif-A3F binding inhibition; HeLa A3F-eYFP + Vif (tagged APOBEC3F with the HIV-1 protein that degrades it), YFP fluorescence increase; Potency, µM (top dose mostly 46.1 µM), without a hit: at the top dose activity, negative = active; 390,000 compounds, 0.2% hits; AID 602313; also: potency is read from the fitted curve at half-maximal effect; % of control where 0% means no effect; nearly all actives have a fitted effect of over 65% in size
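Fluorescence increase (Ex 488/Em 500-530) after overnight compound treatment at 37 deg C flags inhibition of Vif-driven A3F-eYFP loss in stable HeLa A3F-eYFP/Vif cells seeded overnight beforehand.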
Active calls of the source: *; u = inconclusive; x = no result given; & = joins results of further samples. Unless noted, calls follow the shape of the dose curve; as a rule, active = well fitted curve in the direction sought with a large enough effect; inconclusive = small, poorly fitted or top-dose-only effect, or another doubt; inactive = no such curve, though single readings can be large; an effect the other way counts as inactive or inconclusive. Not all compounds are listed; count on the stated rates, not on these rows.

SMILES	Vif-A3G inh	D1 ag	D1 PAM	LDHA block	GRP78 ERSR act	D1 antagonist	D2 PAM	RXFP1 ag	Vif-APOBEC3F blk
Cc1cc(C)cc(N2CC(C)Cn3c2nc2c3c(=O)[nH]c(=O)n2C)c1 (configuration not stated)	0%	6	-4	0	-7%	1	5	1.9%	-3%
COc1ccc(NC(=O)c2oc3ccccc3c2NC(=O)C2CC2)cc1OC	-7%	0	2	-5	1%	7	1	-2.6%	-1%
CCOC(=O)c1ccc2c(c1)N(CC(=O)Nc1cc(F)ccc1F)C(=O)c1ccccc1S2	1%	4	-1	-13	2%	-11	-1	0.9%	4%
Cc1ccc(S(=O)(=O)N2CCN(C(=O)NCc3ccc(F)cc3)CC2)c(C)c1	0%	0	-7	-2	-3%	1	-4	0.4%	2%
Cc1ccc(CNC(=O)Cc2csc3ccccc23)cc1	-5%	8	-2	-3	0%	-21	-5	u	0%
O=C(NC1CSC/C1=N\O)c1ccccc1 (configuration not stated)	-2%	2	-7	-1	-3%	4	-8	0.1%	-6%
COc1ccc(S(=O)(=O)N2CCCCCC2)cc1NC(=O)c1ccccc1F	-12%	16	-2	-1	-3%	4	26	0.8%	-1%
Cc1ccc(S(=O)Cc2ccc(C(=O)NC3CCCCCC3)o2)cc1 (configuration not stated)	4%	-1	0	2	-1%	3	16	1.7%	0%
COC(=O)c1sc(N)c(C(=O)OC)c1COC(=O)CNS(=O)(=O)c1ccc(C)cc1	0%	-2	4	-9	-1%	3	3	-0.4%	3%
Oc1ccc(C(=S)N2CCN(Cc3ccccc3)CC2)cc1	-3%	4	-3	-6	-2%	-12	-10	1.3%	9%
COc1cc(C(=O)Oc2ccc3c(c2)OCC3=O)cc(OC)c1OC	0%	3	-3	-4	u	-3	-5	-1.0%	-7%
O=C(CCNC(=O)c1ccc([N+](=O)[O-])cc1)Nc1cc(Cl)ccc1N1CCOCC1	-7%	3	x	-8	-3%	-9	4	0.1%	3%
COc1cc(NC(=S)NN2CCN(C)CC2)cc(OC)c1	4%	2	-2	2	-2%	2	-2	1.0%	2%
CC(C)c1ccc(C2c3[nH]c4ccccc4c3C[C@H]3C(=O)N(c4ccccc4C(=O)N4CCC(C(=O)O)CC4)C(=O)N23)cc1 (some centres not stated)	2%	2	1	-3	-1%	11	-4	-0.6%	7%
CC(C)CCN(C(=O)c1csnn1)C(C(=O)NC1CCCC1)c1ccccc1 (configuration not stated)	-8%	2	-2	-1	-3%	0	-5	1.3%	-19%
COC(=O)C1=C(C)NC2=C(C(=O)CCC2)C1c1cccs1 (configuration not stated)	x	0	-4	x	x	-12	-7	-0.2%	x
CNC(=S)NNC(=O)c1cccc(C(F)(F)F)c1	2%	2	-5	0	-1%	-14	8	0.6%	1%
COCC(=O)OCn1nnc2ccccc2c1=O	0%	0	-3	-4	-5%	10	-11	2.1%	-5%
Nc1nc(SC2c3cccc4cccc(c34)C2NS(=O)(=O)c2ccccc2)n[nH]1 (configuration not stated)	-7%	1	-2	-7	-6%	3	13	-0.4%	6%
CC(C)NC(=O)COC(=O)c1cc(F)c(F)cc1Cl	0%	1	2	-5	-1%	2	-2	0.3%	x

4 entries out of the list, sorted by SMILES length, descending:
SMILES	Vif-A3G inh	D1 ag	D1 PAM	LDHA block	GRP78 ERSR act	D1 antagonist	D2 PAM	RXFP1 ag	Vif-APOBEC3F blk
COC(=O)c1sc(N)c(C(=O)OC)c1COC(=O)CNS(=O)(=O)c1ccc(C)cc1	0%	-2	4	-9	-1%	3	3	-0.4%	3%
Cc1cc(C)cc(N2CC(C)Cn3c2nc2c3c(=O)[nH]c(=O)n2C)c1 (configuration not stated)	0%	6	-4	0	-7%	1	5	1.9%	-3%
Cc1ccc(S(=O)Cc2ccc(C(=O)NC3CCCCCC3)o2)cc1 (configuration not stated)	4%	-1	0	2	-1%	3	16	1.7%	0%
COCC(=O)OCn1nnc2ccccc2c1=O	0%	0	-3	-4	-5%	10	-11	2.1%	-5%

(cont.)
SMILES	Vif-A3G inh	D1 ag	D1 PAM	LDHA block	GRP78 ERSR act	D1 antagonist	D2 PAM	RXFP1 ag	Vif-APOBEC3F blk
COc1ccc(/C=C/C(=O)N(C)C2CCS(=O)(=O)C2)cc1OC (configuration not stated)	-3%	7	0	-12	-1%	-3	11	1.0%	0%
CCN(CCCNC(=O)c1nn(-c2ccc(OC)c(Cl)c2)c(=O)c2c1c1ccccc1n2C)c1ccccc1	4%	-1	4	-13	-2%	-5	-4	15%	3%
O=C(CCN1CCCCC1=O)NC1CCCc2c1cnn2-c1ccccc1F (configuration not stated)	4%	3	-4	0	4%	12	1	1.0%	0%
Cc1ccc(CSCC(=O)Nc2ccc(F)cc2)cc1	-4%	2	-5	-6	6%	-10	-18	2.3%	0%
O=C(C1CCC(CNS(=O)(=O)c2cccc3cccnc23)CC1)N1CCc2ccccc21 (configuration not stated)	0%	13	x	-5	-7%	6	15	-0.6%	7%
N#Cc1ccc(OCC(=O)N2CCN(c3ccc(C(F)(F)F)cn3)CC2)cc1	5%	6	-8	2	-6%	-4	-9	4.7%	5%
CN1C(=O)S/C(=C\c2ccc(-n3cncn3)cc2)C1=O	0%	1	0	-7	1%	-4	-6	3.0%	-6%
CCN(CC)c1ccc(N)cc1	-13%	5	8	1	-4%	x	11	-0.5%	-1%
COC(=O)c1cc(NC(=O)C2CC2)cc(C(=O)OC)c1	0%	2	1	-9	-5%	18	0	0.2%	-2%
CC(C)CCn1c(=O)c2ccccc2n2c(CCC(=O)NCC3CCCO3)nnc12 (configuration not stated)	1%	1	2	-3	-1%	17	0	u	1%
CC(C)C1C(=O)N(Cc2cn(CCC3OCCO3)nn2)CCS(=O)(=O)N1Cc1ccc(-c2ccc(Cl)c(Cl)c2)cc1 (configuration not stated)	-16%	x	x	-2	-6%	x	x	x	-2%
O=C(c1ccccc1)N1N=C(c2ccc(F)cc2)CC1(O)C(F)(F)F (configuration not stated)	-7%	0	-3	-2	1%	-7	-2	0.2%	-10%
O=C(O)CCC(=O)N1CCN(c2nc(-c3ccccc3)c3cc(Br)ccc3n2)CC1	0%	0	-1	-6&5	u	10	-4	27%	0%
Cc1ccc(-n2nnc3c(=O)n(CC(=O)N4CCCC4)cnc32)cc1	-4%	0	8	-6	-4%	-1	3	0.9%	-3%
O=C(COC(=O)c1cc([N+](=O)[O-])ccc1N1CCOCC1)Nc1ccc(Cl)cn1	-7%	1	-6	3	-7%	-13	2	2.2%	u
CC(=O)Nc1ccc(S(=O)(=O)N(Cc2cccnc2)Cc2cc3ccccc3[nH]c2=O)cc1	-4%	5	2	-11	-6%	-18	12	1.1%	4%
CC(C)[C@H](NC(=O)c1ccc(Cl)c([N+](=O)[O-])c1)C(=O)NCc1ccc(Cl)cc1Cl	-2%	5	-4	-4	1%	-39*	5	-0.5%	1%
CN1CCN(NC(=O)c2cccc3ccccc23)CC1	0%	0	-1	-1	-1%	3	13	-0.2%	-8%
CC(O)CNCCOc1cccc(Oc2ccccc2)c1 (configuration not stated)	4%	4	-4	-22	-3%	-16	-3	0.3%	-3%
Clc1ccc(-c2cn3c(n2)SCC3)cc1	1%	4	-8	-10	-4%	-21	-8	-2.0%	1%
CCOc1cc(C2C(C#N)=C(N)Oc3cc(N)ccc32)ccc1O (configuration not stated)	-6%	2	-2	6	-2%	-22	15	0.8%	-6%
O=C(Nc1cccc(C(F)(F)F)c1)NC1CCCCC1	2%	18	-17	0	-4%	-11	-27	0.4%	3%
COc1cccc(NC(=O)CSc2cccc[n+]2[O-])c1	2%	x	x	3	3%	x	x	x	-2%
O=C(CSc1nnc(SCC(=O)c2ccco2)s1)c1ccco1	-4%	5	-3	-2	11%	-12	1	0.2%	1%
C=CCNC(=O)c1ccc2c3n(nc2c1)-c1ccc(C)cc1CO3	-7%	1	-2	-3	-2%	13	10	-0.5%	-1%
CCCCc1nc2sc3c(=O)n(N)cnc3c2c2c1CCC2	-6%	-1	-2	-3	-1%	3	13	u	1%
Cc1cccc(N(CC(N)=O)C2SC(=O)N(Cc3cccc(C(=O)O)c3)C2=O)c1 (configuration not stated)	2%	2	-2	-1	3%	-17	-6	3.1%	-3%
O=C(NC1CCS(=O)(=O)C1)c1ccc(N2CCCCC2)c([N+](=O)[O-])c1 (configuration not stated)	2%	1	-2	-3	-1%	-20	-9	-3.5%	3%
COc1cc([N+](=O)[O-])ccc1NC(=O)CCCOc1cccc(C)c1	-1%	7	-4	-3	-6%	-6	6	-1.1%	-3%
CCOc1ccc(NC(=O)N2CCN(Cc3cc(=O)n4nc(-c5ccc(OC)cc5)sc4n3)CC2)cc1	-1%	-1	0	-5	-2%	-7	-4	-2.3%	-2%
CCc1ccc(NC(=O)Cn2c3[n+](c4c(F)c(F)ccc42)CCCCC3)cc1	2%	1	-4	3	1%	7	x	-2.0%	11%
Cc1ccc(S(=O)(=O)N(C)C)cc1NC(=S)NC(C)CCCC(C)C (configuration not stated)	0%	6	-4	0	-3%	-12	-23	0.1%	u
CCC(C)NC(=O)CSc1nnc(-c2ccc(C(C)(C)C)cc2)n1C (configuration not stated)	0%	3	1	-8	1%	-29	-5	4.7%	-8%
Cc1ccc(C(=O)NCc2ccc(N3CCN(C)CC3)cc2)cc1C	-8%	7	-7	-2	0%	10	-13	2.8%	14%
CCOc1ccc(C(=O)Nc2cccc3ncccc23)cc1Br	2%	7	-1	1	-5%	-5	0	-0.6%	0%
CCN1CCN(C(c2cccc(Cl)c2)c2c(O)cc(C)n(CCOC)c2=O)CC1 (configuration not stated)	5%	-1	4	-5	-4%	-13	8	-1.9%	-1%
COc1ccccc1C(=O)Nc1ccc(C(=O)OCc2cc(=O)n3nc(C)sc3n2)cc1	2%	0	0	-4	-2%	7	0	6.5%	2%
